Tb PFK inh: inhibitors of T. brucei phosphofructokinase; AID 485367; T. brucei PFK, ADP-Glo luminescence; Potency, µM (doses to about 57.5 µM), without a hit: at the top dose activity, negative = inhibition, actives largely listed as inhibitors; O15648; 330,000 compounds, 0.17% hits;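 also: potency is read from the fitted curve at half-maximal effect; 0% = uninhibited 1x PFK enzyme wells and -100% = no-enzyme wells; nearly all actives have a fitted effect of over 60% in size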
Target sequence (O15648 whole entry, looked up): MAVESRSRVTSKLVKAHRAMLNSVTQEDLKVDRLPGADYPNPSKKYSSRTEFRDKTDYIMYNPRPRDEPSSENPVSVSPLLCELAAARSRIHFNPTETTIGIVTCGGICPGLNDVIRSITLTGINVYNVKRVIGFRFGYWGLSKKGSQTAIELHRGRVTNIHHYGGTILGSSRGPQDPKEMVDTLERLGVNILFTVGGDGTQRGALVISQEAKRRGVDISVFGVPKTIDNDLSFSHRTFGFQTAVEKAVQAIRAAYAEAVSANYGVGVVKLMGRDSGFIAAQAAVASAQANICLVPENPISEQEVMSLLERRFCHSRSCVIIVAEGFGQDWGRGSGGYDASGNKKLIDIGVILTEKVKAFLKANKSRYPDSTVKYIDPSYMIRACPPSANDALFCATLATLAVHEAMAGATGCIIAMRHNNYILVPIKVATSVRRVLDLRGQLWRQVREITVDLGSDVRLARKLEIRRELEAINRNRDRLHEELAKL
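Compounds were pin-transferred as a titration series up to 57 uM into substrate buffer (0.5 mM F6P, 0.1 mM ATP, pH 8.0), then 1.25 nM PFK was added and reactions ran 45 min before ADP-Glo detection.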
Rab9 promoter act: Rab9 promoter activation; Huh7 Rab9 promoter-luciferase reporter, luminescence, 24 h; Potency, µM (titrated, usually from 9.22 µM), for inactives: at the top dose activation, negative = inhibition, usual class: activators; 320,000 compounds, 2.8% hits; also: potency is read from the fitted curve at half-maximal effect; % of control where 0% means no effect; nearly all actives have a fitted effect of over 60% in size
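Quantitative HTS format; Huh7 Rab9-luciferase reporter cells (1500/well) receive compound 2 h post-plating, incubate 24 h at 37 °C, then get luciferase reagent for 10 min before luminescence reading.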
ELG1 genotox: induces genotoxicity in HEK293T cells with luciferase-tagged ELG1; HEK293T ELG1-luciferase reporter, luminescence, 16 h; Potency, µM (series often up to 46 µM), inactives show at the top dose activity change, positive = activation, hits mostly activators; 330,000 compounds, 1.3% hits; AID 504466; also: potency is read from the fitted curve at half-maximal effect; % of control where 0% means no effect; nearly all actives have a fitted effect of over 60% in size
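Genotoxicity was scored as increased ELG1-luciferase reporter signal, measured by ONE-Glo luminescence (30 min, room temperature). Compound or vehicle exposure of the HEK293T reporter cells lasted 16 hr at 37°C.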
ELG1 repair inh: blocks ELG1-dependent DNA repair in HEK293T cells; AID 504467; Potency, µM (highest dose often 46.1 µM), without a hit: at the highest dose activity change, negative = inhibition, usual class: inhibitors; HEK293T ELG1-luciferase reporter, luminescence, 16 h; DNA damage induced by 5-fluorouridine; 330,000 compounds, 2.3% hits; also: potency is read from the fitted curve at half-maximal effect; % is scaled to controls: 0 for no effect and ±100 for the full control effect; nearly all actives have a fitted effect of over 55% in size
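HEK293T cells expressing luciferase-tagged ELG1 (2,000/well) received 5-Fluorouridine plus compound or DMSO for 16 hr at 37 °C. Luciferase was read by ONE-Glo luminescence after 30 min at room temperature.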
p53 reactivation: mutant p53 re-activation in reporter cells | H1299 p53-A138V BP100-luciferase reporter, luminescence, 24 h | Potency, µM (top dose mostly 92.2 µM), inactives show at the top dose activity change, positive = activation, most hits filed as activators | 320,000 compounds, 0.063% hits | AID 504706; also: potency is read from the fitted curve at half-maximal effect; % of control where 0% means no effect; nearly all actives have a fitted effect of over 45% in size
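H1299 (p53-null), stable ts p53-A138V + BP100-Luc; 1000 cells/well, Opti-MEM/10% FBS; cpd 4 pt, 1:5; 24 h, 37 deg C, 5% CO2; detection reagent 10 min RT; luminescence.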
RORgamma inh: inhibitors of mouse ROR gamma transcriptional activity. P51450. Drosophila S2 Gal4-RORgamma UAS-luciferase reporter, 20 h. Potency, µM (titrated, usually from 53.6 µM), inactives show top-dose activity change, negative = inhibition, most hits filed as inhibitors. 310,000 compounds, 5.4% hits. AID 2551; also: potency is read from the fitted curve at half-maximal effect; % is scaled to controls: 0 for no effect and ±100 for the full control effect; nearly all actives have a fitted effect of over 60% in size
Target sequence (P51450 whole entry, looked up, the tested form may be a part): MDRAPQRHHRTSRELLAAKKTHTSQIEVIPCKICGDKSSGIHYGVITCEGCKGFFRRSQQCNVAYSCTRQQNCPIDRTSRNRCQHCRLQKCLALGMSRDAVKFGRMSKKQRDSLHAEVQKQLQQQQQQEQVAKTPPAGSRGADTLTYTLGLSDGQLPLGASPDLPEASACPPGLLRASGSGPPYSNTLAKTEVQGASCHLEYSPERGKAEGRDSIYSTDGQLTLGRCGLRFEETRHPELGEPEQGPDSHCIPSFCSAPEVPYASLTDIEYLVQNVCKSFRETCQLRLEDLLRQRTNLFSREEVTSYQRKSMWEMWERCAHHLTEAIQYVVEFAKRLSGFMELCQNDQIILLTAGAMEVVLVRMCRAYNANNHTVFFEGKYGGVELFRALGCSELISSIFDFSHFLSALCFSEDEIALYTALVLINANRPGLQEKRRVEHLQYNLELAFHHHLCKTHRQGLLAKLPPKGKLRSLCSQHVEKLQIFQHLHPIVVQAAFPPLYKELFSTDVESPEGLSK
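Read-out: Photinus luciferase luminescence; inhibitors lower reporter signal. Insect Schneider cells with Gal4-ROR gamma fusion under metallothionein promoter, UAS reporter; 700 uM final copper sulfate induction, 20 hr, ambient temperature.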
NPC1 promoter act: activators of NPC1 promoter; AID 485313; Potency, µM (top dose mostly 9.22 µM), for the others: top-dose activation, usual class: activators; Huh7 NPC1 promoter luciferase reporter, 24 h; 320,000 compounds, 2.4% hits;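 also: potency is read from the fitted curve at half-maximal effect; % of control where 0% means no effect; nearly all actives have a fitted effect of over 60% in size; reporter is driven by a mutant NPC1 promoter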
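Luciferase expression driven by the NPC1 promoter was measured in stably transfected Huh7 cells after a 24 h compound incubation, using a luciferase reagent and a luminescence read.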
VP16 counter: inhibits Gal4-VP16 luciferase reporter, ROR gamma counter-screen; Drosophila S2 Gal4-VP16 UAS-luciferase, luminescence, 20 h; Potency, µM (doses to about 53.6 µM), without a hit: at the highest dose activity, negative = inhibition, most hits filed as inhibitors; 310,000 compounds, 3.5% hits;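 also: Gal4-VP16 expression switched on by copper sulfate through the metallothionein promoter; potency is read from the fitted curve at half-maximal effect; % is scaled to controls: 0 for no effect and ±100 for the full control effect; nearly all actives have a fitted effect of over 50% in size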
TRPV1 ag: activates the human vanilloid receptor TRPV1. Q8NER1. TRPV1-expressing cells, Fluo-8 calcium influx, agonist mode. activation, % at 8.33 µM. 320,000 compounds, 0.19% hits; in the data active = activation above about 80%; inconclusive = between about 30% and that limit; also: 0% is about no effect
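Fluo-8 calcium influx in TRPV1-expressing cells, kinetic read (ex 480/em 520 nm). Compound added and read 3 min for agonist activity, followed by capsaicin at EC20 final and 2 min further read for enhancement.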
FLuc counter: inhibits or activates purified firefly luciferase, miR-21 counter-screen | P08659 | purified FLuc, Km substrates, luminescence inhibition | Potency, µM (titrated, usually from 57.5 µM), without a hit: at the highest dose activity change, negative = inhibition, actives largely listed as inhibitors | 360,000 compounds, 6.9% hits;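 also: potency is read from the fitted curve at half-maximal effect; plate controls were vehicle for no effect and reference inhibitor for full effect; nearly all actives have a fitted effect of over 55% in size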
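Purified P. pyralis luciferase (10nM final) with 10uM D-luciferin and 10uM ATP (Km levels) in 50mM Tris acetate pH 7.5, 10mM Mg acetate, 0.01% Tween-20, 0.05% BSA; qHTS 6-point titration, ~60 µM downward; luminescence read.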
BRCA1 expr up: increases BRCA1 expression; MCF7-BRCA1-FFLuc reporter, luminescence, 48 h; response scale: scaled: vehicle 0%, 10 µM genistein 100%; Potency, µM (titrated, usually from 46.1 µM), inactives show top-dose activation, usual class: activators; 380,000 compounds, 1.1% hits; AID 624202; also: potency is read from the fitted curve at half-maximal effect; nearly all actives have a fitted effect of over 80% in size; some results filed as inactive show a strong effect at the top dose
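Activators of BRCA1 expression were detected as increased firefly luciferase luminescence in engineered MCF7 cells after 48 h compound incubation. Signals were scaled to genistein 10 microM as full activation.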
Numbers without * were called inactive; ? = inconclusive; / = no result given; [ ] = remark or other dose. Unless noted, calls follow the shape of the dose curve; as a rule, active = well fitted curve in the direction sought with a large enough effect; inconclusive = small, poorly fitted or top-dose-only effect, or another doubt; inactive = no such curve, though single readings can be large; an effect the other way counts as inactive or inconclusive. Not a hit list; overall some 15% were active at least once.

nr | smiles | Tb PFK inh | Rab9 promoter act | ELG1 genotox | ELG1 repair inh | p53 reactivation | RORgamma inh | NPC1 promoter act | VP16 counter | TRPV1 ag | FLuc counter | BRCA1 expr up
1 | Cc1onc(-c2ccccc2)c1C(=O)NCc1ccc(Cl)cc1 | 1% | 0% | -5% | -23% | 1% | 0% | -2% | 6% | 3 | 0% | 1%
2 | COc1cc(C)ccc1OCc1cc(C(=O)N(C)CCCN2CCOCC2)no1 | 0% | 2.5µM* | 18µM* | ? | ? | 27% | 2.8µM* | 7% | 1 | 12µM* | 7.9µM*
3 | Cc1cnc(C(=O)OCC(=O)N(CC(C)C)C2CCS(=O)(=O)C2)cn1 (centres undefined) | 7% | / | -1% | 0% | -1% | / | / | / | / | / | 5%
4 | CN(C)NC(=S)Nc1ccc(Cl)cc1 | 0% | 2% | -5% | 0% | 2% | ? | 2% | 2.2µM* | -4 | 0% | 21%
5 | Cc1c(NC(=O)C(C)OC(=O)c2cccnc2)c(=O)n(-c2ccccc2)n1C (centres undefined) | -4% | -2% | -1% | -2% | 1% | 13% | -2% | -6% | -3 | -2% | -41%
6 | CC1CCc2onc(C(=O)O)c2C1 (centres undefined) | -1% | 2% | 0% | 14% | 1% | 22% | -3% | 5% | 1 | -15% | 72%
7 | Cc1cccc(NC(=O)NC2(C)CCS(=O)(=O)C2)c1 (centres undefined) | 7% | 2% | 0% | 2% | -2% | -33% | 0% | 17% | 0 | 4% | -10%
8 | Cc1ccc2nc3c(cc(C(=O)NC4CCCC4)c(=N)n3C3CCCCC3)c(=O)n2c1 | 0% | -1% | 6% | ? | 1% | 0% | -1% | 1% | 3 | 2% | -9%
9 | CCc1cccc(CC)c1NC(=O)COC(=O)CC1c2ccccc2CCN1S(=O)(=O)c1ccc(F)cc1 (centres undefined) | -6% | 1% | -4% | ? | 5% | -28% | -3% | -1% | -2 | 2% | 10%
10 | COC(=O)c1cc(NC(=O)CN2CCOCC2)cc(C(=O)OC)c1 | 1% | -3% | 0% | 1% | -7% | -1% | -1% | -6% | -2 | 5% | -20%
11 | CCOC(=O)[C@@H]1[C@H]2COc3ccc(Br)cc3[C@H]2N2C(=O)N(c3ccc(C)cc3)C(=O)[C@@]12C | 2% | / | -2% | -1% | -1% | / | / | / | / | / | -2%
12 | Cc1ccc(NC(=O)C2CCN(S(=O)(=O)c3ccc4c(c3)NC(=O)C(C)S4)CC2)cc1Cl (centres undefined) | -3% | -18% | -16% | 13µM* | -4% | ? | -14% | 7.1µM* | 5 | 0% | 0%
13 | COc1cccc(CC(=O)Nc2cc(C(F)(F)F)ccc2N2CCCC2)c1 | 4% | 0% | -5% | 0% | 12% | -13% | -4% | -9% | 28 | 4% | -23%
14 | Cc1ccc(/C=C2/NC(=O)N(Cc3ccccc3)C2=O)o1 | ? | 2% | -1% | -3% | 11% | ? | 0% | ? | 0 | -17% | -20%
15 | O=C(CCC(=O)OCC(=O)c1ccccc1)NC1CCCCC1 | 2% | -5% | 0% | -3% | 2% | -6% | -4% | -5% | -1 | 1% | 18%
16 | C/C(=N\NC(=O)c1sccc1C)c1cccnc1 | 1% | ? | ? | ? | ? | -32% | ? | -7% | 7 | 13µM* | 2.8µM*
17 | COc1cccc(Nc2c(Nc3cccc(OC)c3)c(=O)c2=O)c1 | -4% | -3% | 0% | 10% | 7% | 8% | -3% | -8% | 2 | 1% | -18%
18 | CC1(C)C2CCC1(C)C(Nc1ccccc1)C2 (centres undefined) | -7% | -4% | 1% | ? | 1% | 2% | -2% | -8% | 1 | 0% | 20%
19 | Cc1nc(N2CCCCC2)c2c(C)c(C(=O)Nc3ccccc3C(F)(F)F)sc2n1 | 2% | 2% | -2% | ? | -4% | ? | -6% | ? | 89* | -12% | 0%
20 | Cc1ccc(NC(=O)c2c(-c3ccccc3)noc2C)nc1 | 0% | 4% | 0% | -14% | 0% | 8% | 1% | -5% | 7 | 6% | -35%
21 | CC(C)[C@H](NC(N)=O)C(=O)NNC(=O)COc1cccc(C(F)(F)F)c1 | 0% | 1% | -4% | 2% | -7% | -22% | 0% | -5% | -5 | -1% | 15%
22 | Cc1nn(-c2ccccc2)c(C)c1/C=N/N1CCN(c2ccccc2)CC1 | 0% | -7% | 9% | -13% | -5% | -21% | 0% | -1%[0.365 µM] | -1 | 1% | -16%
23 | COc1ccc(C(=O)NCCCCCC(=O)N/N=C/c2ccco2)cc1OC | 0% | -5% | -3% | 11% | -7% | 10% | 0% | 2% | -2 | -2% | -6%
24 | Cc1ccc(C)c(N2CCN(C(=O)CCCCn3c(=O)[nH]c4ccccc4c3=O)CC2)c1 | 2% | 0% | -12% | ? | -7% | 4% | -3% | -2% | 10 | 8% | -74%
25 | COc1ccc(NC(=O)COC(=O)CC2CCCCC2)cc1 | 0% | -5% | -1% | 0% | 1% | / | 4% | / | ? | ? | 2%
26 | COc1ccc(NC(=O)COc2ccc3c(c2)CCC3)cc1S(N)(=O)=O | -1% | / | 0% | 4% | -2% | / | / | / | / | / | 11%
27 | O=C(/C=C/c1ccc(O)c(O)c1)c1ccc(S(=O)(=O)N2CCCCCC2)cc1 | 1% | 2% | 3% | -12% | 1% | 13µM* | -13% | ? | ? | ? | -44%
28 | O=S(=O)(c1ccc(F)cc1)N1CCCN(c2nccc(C(F)(F)F)n2)CC1 | 1% | 3% | -3% | -6% | 2% | 24% | 1% | -3% | 29 | -1% | -26%
29 | COc1ccccc1-n1c(SCC(=O)c2ccc(O)cc2O)nc2cc([N+](=O)[O-])ccc21 | 3% | 3% | -2% | -28% | 14% | ? | 1% | -10% | 26 | ? | -34%
30 | Cc1ccc(CCCOC(=O)C[N+]2(C)CCCC2)cc1 | 2% | -3% | 4% | -3% | -4% | 1% | 2% | 1% | -4 | 5% | -3%

3 compounds already listed, sorted by their value in p53 reactivation, low to high.
no.	Molecule	p53 reactivation
7	Cc1cccc(NC(=O)NC2(C)CCS(=O)(=O)C2)c1 (centres undefined)	-2%
20	Cc1ccc(NC(=O)c2c(-c3ccccc3)noc2C)nc1	0%
1	Cc1onc(-c2ccccc2)c1C(=O)NCc1ccc(Cl)cc1	1%

Next records:
nr | smiles | Tb PFK inh | Rab9 promoter act | ELG1 genotox | ELG1 repair inh | p53 reactivation | RORgamma inh | NPC1 promoter act | VP16 counter | TRPV1 ag | FLuc counter | BRCA1 expr up
31 | CCC(=O)Nc1nc(C)c(C(=O)Nc2cccc(Cl)c2)s1 | 4% | 15% | 0% | 4% | / | ? | -3% | -4% | -1 | -12% | 30%
32 | CCN(C[C@H]1N[C@@](CC)(C(=O)OC)[C@H]2C(=O)N(C)C(=O)[C@@H]12)C(=O)c1ccccc1 | 1% | / | -2% | 0% | 5% | / | / | / | / | / | 9%
33 | CCc1sc(C(=O)Nc2ccc3c(c2)OCO3)cc1C | -11% | / | ? | ? | ? | / | / | / | / | / | ?
34 | CCOc1ccc(NC(=O)c2cccc3ccccc23)cc1 | 3% | 14% | 4% | -24% | -1% | -38% | -11% | -5% | 6 | -17% | -6%
35 | CCOc1ccc(C(=O)NN2C(=S)NC(C)(C)C=C2C)cc1 | -4% | ? | 5% | ? | 3% | -34% | 21% | -2% | 1 | -7% | 25%
36 | CNC(=S)N1N=C(c2ccc(OC)cc2)CC1c1ccc(N(C)C)cc1 (centres undefined) | 0% | 16% | 3% | -30% | 1% | 13µM* | -4% | ? | -6 | -9% | 23%
37 | S=C(Nc1ccc(Cl)c(Cl)c1)NC1CCN(Cc2ccccc2)CC1 | -5% | -1% | 2% | ? | -22% | ? | -6% | 35µM* | 7 | 2% | -84%[inhibitor]

Three records picked at random from the list so far:
nr | smiles | Tb PFK inh | Rab9 promoter act | ELG1 genotox | ELG1 repair inh | p53 reactivation | RORgamma inh | NPC1 promoter act | VP16 counter | TRPV1 ag | FLuc counter | BRCA1 expr up
34 | CCOc1ccc(NC(=O)c2cccc3ccccc23)cc1 | 3% | 14% | 4% | -24% | -1% | -38% | -11% | -5% | 6 | -17% | -6%
37 | S=C(Nc1ccc(Cl)c(Cl)c1)NC1CCN(Cc2ccccc2)CC1 | -5% | -1% | 2% | ? | -22% | ? | -6% | 35µM* | 7 | 2% | -84%[inhibitor]
36 | CNC(=S)N1N=C(c2ccc(OC)cc2)CC1c1ccc(N(C)C)cc1 (centres undefined) | 0% | 16% | 3% | -30% | 1% | 13µM* | -4% | ? | -6 | -9% | 23%

Bioassay records as filed in PubChem BioAssay.
